Source: PubChem BioAssay (Sanford-Burnham Center for Chemical Genomics)
EBI2 block = antagonists of human EBI2 receptor; P32249; inhibition, % at 5 µM; EBI2 beta-arrestin recruitment, luminescence, 7a,25-OHC stimulated; AID 651636; 360,000 tested, 0.81% active; in the data active means inhibition above about 38%;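 further: enzyme fragment complementation signal reports receptor beta-arrestin coupling in cells; 0% = agonist plus DMSO wells and 100% = wells without agonist; some results beyond the cut were filed as inactive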
Target sequence (P32249 whole entry, looked up, the tested form may be a part): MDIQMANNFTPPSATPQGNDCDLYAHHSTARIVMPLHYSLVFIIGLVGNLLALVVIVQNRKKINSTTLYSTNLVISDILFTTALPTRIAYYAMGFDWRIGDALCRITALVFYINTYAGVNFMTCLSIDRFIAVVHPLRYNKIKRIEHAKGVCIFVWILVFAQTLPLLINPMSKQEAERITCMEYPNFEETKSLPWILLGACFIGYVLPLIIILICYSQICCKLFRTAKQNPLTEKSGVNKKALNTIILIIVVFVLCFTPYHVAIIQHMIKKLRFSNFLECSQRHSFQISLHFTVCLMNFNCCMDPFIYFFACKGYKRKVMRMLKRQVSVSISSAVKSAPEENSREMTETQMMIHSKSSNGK
NR3A LBD binder = modulators (binders) of human NR3A ligand-binding domain | NR3A LBD differential scanning fluorimetry, Tm shift; 0% = protein alone, 100% = glycine-bound protein | Tm shift relative to glycine control, % at 25 µM | 340,000 tested, 2.5% active | AID 1259313;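 active means melting temperature shift of at least 10% of the positive control shift, at one fixed dose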
Gli-Sufu antag = antagonists of Gli-Sufu signaling; 340,000 tested, 0.74% active; inhibition, % at 5 µM; AID 588413; Sufu-KO-LIGHT fibroblasts, Gli luciferase reporter luminescence;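 active means inhibition above about 55%, limit read from the data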;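 further: 0% = DMSO-treated cells and 100% = wells with medium but no cells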
MPTP inh = blocks calcium-induced mitochondrial swelling; 360,000 tested, 1.4% active; isolated mouse mitochondria, Ca2+ swelling absorbance, 30 min; inhibition, % at 10 µM;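 active means inhibition of 50% or more, scaled per plate between neutral and stimulator controls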;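 further: 0% = DMSO wells given calcium and 100% = 1 mM EGTA wells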
APOBEC3A inh = inhibitors of human APOBEC3A DNA deaminase | 330,000 tested, 0.41% active | recombinant A3A, FAM/TAMRA ssDNA deamination fluorescence | inhibition, % at 20 µM | P31941;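 active means at least 40% inhibition at 20 µM here, with at most 30% in a related deaminase screen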;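 further: plate controls were A3A with DMSO for no effect and wells lacking A3A enzyme for full effect; some results filed as inactive read as strong as hits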
Target sequence (P31941 whole entry, looked up): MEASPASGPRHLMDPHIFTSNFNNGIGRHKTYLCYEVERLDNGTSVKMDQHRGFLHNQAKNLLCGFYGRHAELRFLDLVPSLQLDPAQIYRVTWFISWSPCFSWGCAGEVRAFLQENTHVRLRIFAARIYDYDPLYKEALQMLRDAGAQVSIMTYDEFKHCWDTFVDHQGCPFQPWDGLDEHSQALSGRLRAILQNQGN
APOBEC3G inh = blocks human APOBEC3G single-stranded DNA deamination; inhibition, % at 20 µM; Q9HC16; AID 493012; recombinant A3G, ssDNA deamination FAM/TAMRA fluorescence; 330,000 tested, 0.28% active;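 active means inhibition of at least 40% at 20 µM, with no more than 30% in the related APOBEC3A deaminase screen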;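 further: plate controls were DMSO wells with A3G for no effect and wells lacking A3G enzyme for full effect; some compounds called inactive have numbers as strong as hits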
CXCR6 inh = CXCR6 (human) receptor inhibition. O00574. CHO-K1 PathHunter CXCR6 beta-arrestin, luminescence. inhibition, % at 20 µM. 360,000 tested, 0.36% active. AID 602244; in the data active means inhibition above about 34%, passing the limit was not always enough;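 further: antagonist mode with CXCL16 agonist at 10 nM final; 0% = 10 nM CXCL16 with DMSO and 100% = unstimulated wells without agonist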
CCR6 antag = CCR6 (human) receptor antagonism. CHO-K1 CCR6 PathHunter beta-arrestin, luminescence, CCL20-stimulated. 340,000 tested, 0.49% active. inhibition, % at 20 µM;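 active means compounds whose inhibition of the agonist-driven luminescence signal at 20 µM reaches about 50%, limit read from the data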;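 further: cells stimulated with CCL20 at 14 nM final; plate controls were DMSO with CCL20 for no effect and DMSO without agonist for full effect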
Target sequence (P51684 whole entry, looked up): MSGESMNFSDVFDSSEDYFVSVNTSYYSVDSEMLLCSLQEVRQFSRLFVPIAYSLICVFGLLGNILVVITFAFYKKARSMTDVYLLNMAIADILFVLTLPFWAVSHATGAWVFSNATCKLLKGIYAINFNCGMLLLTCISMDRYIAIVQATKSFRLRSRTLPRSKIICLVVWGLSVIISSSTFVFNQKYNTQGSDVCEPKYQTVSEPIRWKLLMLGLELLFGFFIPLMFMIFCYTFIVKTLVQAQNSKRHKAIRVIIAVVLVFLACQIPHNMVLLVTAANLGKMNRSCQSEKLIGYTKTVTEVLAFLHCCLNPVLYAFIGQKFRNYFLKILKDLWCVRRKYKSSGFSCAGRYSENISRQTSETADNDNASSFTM
The depositor's hits bear a star; / = not tested or not shown. This is a random part of the collection; 5.8% or so of the library scored in one or more.

The opening 2 entries, ahead of the listing:
SMILES | EBI2 block | NR3A LBD binder | Gli-Sufu antag | MPTP inh | APOBEC3A inh | APOBEC3G inh | CXCR6 inh | CCR6 antag
Nn1cnnc1SC1CCCCC1NS(=O)(=O)c1ccccc1 (centres undefined) | 0.7 | 1.3 | 3.8 | -0.8 | -4.5 | -4.1 | -2.4 | -9.1
CC1(C)OC(=O)C(=CNCC(O)c2ccccc2)C(=O)O1 (centres undefined) | 2.5 | 1.7 | 0.0 | -0.5 | -2.4 | -3.3 | 2.2 | 0.2

The listing, from the first entry:
SMILES | EBI2 block | NR3A LBD binder | Gli-Sufu antag | MPTP inh | APOBEC3A inh | APOBEC3G inh | CXCR6 inh | CCR6 antag
Nn1cnnc1SC1CCCCC1NS(=O)(=O)c1ccccc1 (centres undefined) | 0.7 | 1.3 | 3.8 | -0.8 | -4.5 | -4.1 | -2.4 | -9.1
CC1(C)OC(=O)C(=CNCC(O)c2ccccc2)C(=O)O1 (centres undefined) | 2.5 | 1.7 | 0.0 | -0.5 | -2.4 | -3.3 | 2.2 | 0.2
COc1cccc(NC(=O)Nc2ccc3c(c2)nnn3C)c1 | -10.2 | 2.2 | -42.3 | 1.0 | 1.4 | -2.4 | -26.6 | 0.9
Cc1cc(=O)oc2cc(OC(C)C(=O)NCCCN3CCCC3=O)c(Cl)cc12 (centres undefined) | -10.3 | 0.3 | 2.9 | -1.1 | -2.1 | -2.2 | 2.1 | 0.5
Cc1onc(-c2ccccc2Cl)c1C(=O)N1CCC(Cc2ccccc2)CC1 | 8.4 | -0.2 | -12.1 | -1.4 | -4.4 | -6.0 | 1.0 | 11.6
Cc1cc(C)c(-c2csc(NC(=O)c3n[nH]c(=O)c4ccccc34)n2)c(C)c1 | -4.9 | -5.0 | 15.1 | 8.9 | 0.2 | -2.1 | -11.3 | -0.1
O=C(CNS(=O)(=O)c1ccccc1)Nc1ccc2c(c1)OCO2 | -3.6 | -1.7 | 6.7 | -0.1 | 0.9 | 0.6 | 3.7 | 2.2
CCOC(=O)N1CCC(NC(=O)C2CCN(S(=O)(=O)N3CCC(C)CC3)CC2)CC1 | 1.1 | -0.5 | -2.4 | -1.5 | -1.2 | -3.9 | -6.4 | 4.1
COc1ccc(C(=O)C[n+]2ccccc2C)cc1 | -3.1 | -1.3 | -3.6 | -0.7 | -2.8 | -7.9 | 4.2 | -1.2
COc1ccc(CCNC(=O)COC(=O)C2COc3ccccc3O2)cc1 (centres undefined) | -3.1 | 3.1 | -3.2 | -0.9 | -6.5 | -8.2 | 3.6 | 1.6
CNC(=S)N=Nc1c(O)[nH]c2ccc(C(C)C)cc12 | 25.4 | -9.9 | -2.4 | 2.1 | / | / | 8.0 | 26.4
CCOC(=O)NC(=O)/C(C#N)=C/c1ccc(N(C)C)cc1 | 6.0 | 0.5 | 19.0 | 0.9 | -2.9 | -4.3 | -9.1 | 2.8
N#CCCN(CCC#N)C(=O)c1ccc(Cl)cc1 | 1.4 | 0.4 | 12.1 | -0.2 | -0.5 | -7.9 | -4.8 | -6.4
COc1ccc(S(=O)(=O)CCC(=O)N2CCN(c3ccc(C(C)=O)cc3)CC2)cc1 | 1.6 | 0.4 | -19.0 | -1.5 | -4.6 | -4.7 | -15.4 | 19.2
O=C(CSc1ccc(-c2ccccn2)nn1)Nc1ccc(F)c(F)c1 | -15.1 | 0.7 | 21.7 | 0.4 | -1.0 | -4.2 | -19.0 | 10.6
CCOC(=O)c1cnc(N)nc1C(F)(F)F | -7.5 | -1.2 | -6.6 | 1.4 | 2.9 | -0.2 | -4.4 | -6.8
C=CC[C@@H](CC(=O)N(CCO)Cc1ccccc1)C(=O)N[C@H](COC(=O)[C@@H](CC=C)CC(=O)OC(C)(C)C)Cc1ccccc1 | 18.8 | 0.8 | -5.5 | 1.0 | -0.5 | -3.3 | 25.3 | 24.7
Cc1cc(/C=N\NC(=O)COc2cccc3cccnc23)c(C)n1-c1ccc(Br)cc1 | -6.7 | -0.8 | -7.8 | 6.7 | -0.4 | 5.0 | 13.9 | -9.9
O=C(CNc1n[nH]c(=O)[nH]c1=O)N/N=C/c1cccnc1 | -4.5 | -8.1 | 8.2 | 0.3 | -3.2 | -3.5 | -7.9 | -0.3
CCCCCCC(C)OC(=O)Nc1cccc2ccccc12 (centres undefined) | -9.0 | 10.3* | -2.8 | 0.9 | -3.7 | -4.8 | 0.3 | 17.0
CCOCCc1nnc(NC(=O)C2CCN(C(=O)c3ccco3)CC2)s1 | 5.6 | -0.7 | -8.0 | -1.1 | -3.7 | -11.5 | -1.5 | 16.7
O=C(COC(=O)/C=C/c1ccc2c(c1)OCO2)NC1CC1 | -9.6 | 1.0 | -10.3 | 0.3 | -1.7 | -1.9 | 0.3 | 12.8
CC(C(=O)Nc1cc([N+](=O)[O-])ccc1Cl)N1CCN(c2ccccc2O)CC1 (centres undefined) | 7.7 | -3.2 | 14.3 | 1.8 | -1.3 | -7.8 | -19.8 | 1.1
C=CCc1ccccc1OCC(O)CN1C(=O)c2ccccc2C1=O (centres undefined) | 4.5 | 1.6 | 21.7 | 1.3 | -5.4 | -4.5 | -13.1 | 16.4
O=C(Nc1ccc(F)cc1)c1ccc(S(=O)(=O)N2CCCC2)cc1 | 14.7 | -1.2 | 7.8 | 0.5 | -3.0 | -10.9 | 2.1 | 6.8
CCOc1ccc(-n2nnnc2SCC(=O)N2CCOCC2)cc1 | -0.3 | 0.1 | -105.8 | 0.2 | -1.2 | 3.5 | 2.9 | -17.7
O=C(CSc1ccc(-c2cccnc2)nn1)Nc1ccccc1C(F)(F)F | -8.7 | 0.3 | -21.4 | -2.6 | -1.6 | 1.6 | 2.1 | 5.7
CCC1(c2ccccc2)NC(=O)N(CC(=O)Nc2ccccc2N2CCCCC2)C1=O (centres undefined) | 3.6 | 0.8 | -11.3 | 0.9 | 0.5 | -7.6 | -11.8 | 0.7
Cc1ccnc(NC(=O)c2cccc(S(=O)(=O)NCc3ccccc3)c2)c1 | 7.0 | -0.7 | -2.8 | 1.2 | 0.8 | 3.4 | 5.9 | 20.6
O=C(c1ccc(S(=O)(=O)N2CCCCC2)cc1)c1nnc(-c2ccc(Cl)cc2)o1 | 7.6 | -2.1 | -5.3 | -2.0 | / | / | -0.8 | 14.5
CC(C)(C)OC(=O)N1CCC(CNC(=O)c2ccc(F)cc2)CC1 | -0.2 | -1.0 | 4.6 | 1.3 | -3.3 | -3.6 | -2.7 | 6.1
O=C(Cn1nc(C(F)F)cc1C(F)F)NNC(=S)Nc1ccc(Cl)cc1 | -32.1 | -24.3 | -0.5 | 2.9 | 5.6 | -0.1 | 2.0 | -15.7
Cc1ccccc1Nc1nc(N)nc(COc2ccc(C#N)cc2)n1 | 8.4 | 0.3 | 19.9 | -2.7 | 1.9 | -7.6 | 3.2 | 2.2
S=c1nc(C2CC2)n(-c2ccccc2)[nH]1 | -5.0 | 0.5 | -14.9 | 4.1 | -4.2 | 27.8 | 2.2 | 7.3
O=C(Cc1ccccc1)Nc1ccc(CN2CCOCC2)cc1 | 0.0 | 0.7 | -32.5 | -0.2 | 0.3 | -1.2 | 5.5 | 2.9
CCOc1ccc(N2CC(C(=O)Nc3ccccn3)CC2=O)cc1 (centres undefined) | 2.5 | 0.1 | -10.3 | -2.4 | -2.8 | -4.1 | -0.4 | 2.4
COc1ccccc1CC(=O)Nc1ccc(-c2noc(COc3cccc(C)c3C)n2)cc1 | 20.9 | -2.6 | 27.5 | 1.8 | -0.2 | 1.3 | 7.6 | 17.7
Cc1ccccc1NC(=S)NC(NC(=O)COc1ccccc1)C(Cl)(Cl)Cl (centres undefined) | 4.0 | -5.0 | 2.5 | 80.1* | -0.2 | -0.8 | -7.0 | 3.4
O=C(Nc1cc(Cl)cc(Cl)c1)C1CCC(=O)N1Cc1ccccc1Cl (centres undefined) | 8.2 | -6.1 | 2.6 | 48.0 | 1.4 | 1.5 | -2.2 | 6.0
Cc1ccccc1OCC(=O)NCCC(=O)O | -3.7 | -1.3 | -2.6 | -1.0 | 2.7 | -3.5 | -4.6 | -1.9
COC(=O)c1oc2ccc(Br)cc2c1NC(C)=O | -9.9 | -2.5 | 3.8 | 0.2 | -4.5 | -10.0 | 4.3 | 3.4
Cc1ccccc1N1CCN(C2=NC(=O)/C(=C/c3cn[nH]c3-c3ccccc3)S2)CC1 | 13.0 | -4.3 | 20.1 | 1.4 | -0.6 | -1.6 | 0.2 | -3.7
CC(=O)N1CCN(c2ccc(NCc3ccc(-c4ccc(Br)cc4)o3)cc2)CC1 | 1.9 | -7.7 | 9.4 | -1.5 | 1.2 | -3.0 | -20.8 | -4.9
COc1ccc(CCNC(=O)COC(=O)c2cncc(Br)c2)cc1OC | 0.8 | 0.2 | -3.3 | 0.1 | 1.4 | -6.5 | -1.4 | 1.6
O=S(=O)(NCc1ccccc1)c1ccc2ccccc2c1 | 1.7 | 0.9 | 2.0 | -0.8 | -4.6 | -8.6 | -2.9 | 12.1
C=CCn1cccc(C(=O)Nc2ccc(C)cc2)c1=O | 9.7 | 0.4 | -47.8 | 1.2 | -4.5 | -4.8 | -5.6 | 7.0
Cc1ccc(NC(=O)CN(C)C(=O)C(Sc2ccccc2)c2ccccc2)cc1 (centres undefined) | 4.5 | -6.3 | -4.5 | 1.1 | -5.7 | -7.1 | 1.5 | 3.0
CCC1CCCCN1C(=O)COC(=O)c1cccs1 (centres undefined) | 1.4 | 1.1 | 4.7 | -1.4 | -0.4 | -4.5 | -1.3 | -0.3
C/C(=N\NC(=O)Cn1nnc2ccccc21)c1ccco1 | 7.5 | 4.8 | 3.5 | -1.6 | 3.8 | 11.4 | 2.8 | 14.6
CN(C)CCCNc1c2c(nc3cc(-c4cccc(F)c4)nn13)CCC2 | -3.9 | -2.5 | 12.3 | -1.3 | 3.7 | -5.4 | -1.3 | 21.8

Following part.
SMILES | EBI2 block | NR3A LBD binder | Gli-Sufu antag | MPTP inh | APOBEC3A inh | APOBEC3G inh | CXCR6 inh | CCR6 antag
CC(=O)c1nnn(-c2nc(N)nc(N(c3ccccc3)c3ccccc3)n2)c1C | 10.3 | -0.4 | 15.5 | 5.1 | 0.1 | -1.2 | 1.6 | 7.3
O=C(Nc1ccccc1C(=O)NC(Cc1c[nH]c2ccccc12)C(=O)O)c1ccccc1 (centres undefined) | 4.1 | -5.4 | -6.5 | 0.5 | 1.9 | -1.0 | 1.1 | 4.3
O=[N+]([O-])c1ccc(C2CCCC/C2=N/OCc2ccccc2F)c([N+](=O)[O-])c1 (centres undefined) | 19.5 | -3.1 | 12.3 | 1.0 | -6.7 | -9.1 | -10.5 | 6.4
CCOC(=O)CNC(=O)C1CCCc2c1[nH]c1ccc(Cl)cc21 (centres undefined) | -3.6 | -0.5 | 4.2 | -0.5 | -0.3 | -7.5 | -5.7 | 3.4
O=C(O)C1=CC[C@@H](c2ccc(Cl)cc2)N(S(=O)(=O)c2ccc(Cl)cc2)[C@H]1c1cccc(Cl)c1 | -4.1 | -13.7 | -0.5 | 3.2 | -2.9 | -11.6 | -7.8 | 7.0
COc1ccc(-n2c(Cc3cccn3C)nnc2SCC(=O)Nc2cccc(NC(C)=O)c2)cc1 | 0.1 | 0.0 | 29.3 | -0.8 | -0.7 | -2.9 | 0.7 | 1.7
CC(C)(C)c1ccc(NC(=O)c2ccc3c(c2)S(=O)(=O)c2ccccc2C3=O)cc1 | 2.0 | 4.5 | 4.3 | 0.8 | 43.8* | -8.4 | -14.4 | -7.8
CC(C)(C=O)Cc1cc(C(C)(C)C)c(O)c(C(C)(C)C)c1 | 3.3 | 1.6 | -5.4 | 4.2 | -1.6 | -8.4 | -8.4 | 7.7
Cc1onc(-c2ccccc2)c1C(=O)NNC(=S)NC(=O)/C=C/c1cccs1 | 10.8 | -1.9 | 5.0 | 14.9 | 1.9 | 1.2 | 22.8 | 36.4
O=C(NNC(=O)C1CC(=O)N(c2ccc3c(c2)OCCO3)C1)c1ccc(F)cc1 (centres undefined) | -3.9 | 0.5 | -14.1 | -0.2 | 5.1 | -5.3 | 3.7 | 2.6
